ATXN2 expr inh – ATXN2 expression inhibition | HEK-293 ATXN2-luciferase reporter, luminescence, 24 h | actives 0.72% (n = 360,000) | Potency, µM (series often up to 57 µM), inactives show at the highest dose activity change, negative = inhibition, usual class: inhibitors; also: potency is read from the fitted curve at half-maximal effect; % is scaled to controls: 0 for no effect and ±100 for the full control effect; nearly all actives have a fitted effect of over 55% in size
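qHTS (up to 57 uM final) was run with 24 h compound exposure of reporter cells at 37 °C. Each well was multiplexed: SteadyGlo luminescence measured ATXN2-luciferase expression after a fluorogenic Gly-Phe-AFC viability readout (25 uM final).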
SW480 rerep – induces DNA re-replication in SW480 colon adenocarcinoma cells; SW480 DNA re-replication, Hoechst DNA content imaging, 48 h; Potency, µM (titrated, usually from 46.1 µM), for inactives: at the highest dose re-replication activation, usual class: activators; actives 1.8% (n = 340,000); AID 624297; also: potency is read from the fitted curve at half-maximal effect; % of control where 0% means no effect; nearly all actives have a fitted effect of over 55% in size
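DNA re-replication was detected as more nuclei of elevated Hoechst intensity after 48 hr exposure to compound (23 nL pinned per well of 250 cells).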
S2 tox – cell viability loss in ATXN counter-screen; actives 0.49% (n = 400,000); S2 cells (HEK-293 line with an ATXN2-luciferase reporter) viability, CellTiter-Fluor protease fluorescence, 24 h; AID 651635; Potency, µM (series often up to 56.7 µM), most hits filed as cytotoxic; also: potency is read from the fitted curve at half-maximal effect; nearly all actives have a fitted effect of over 40% in size
HT1080 IDH1KD tx – toxicity to HT-1080 IDH1 knockdown cells (counter line). HT-1080 IDH1 knockdown viability, ATP luminescence, 48 h. Potency, µM (doses to about 46.1 µM), for the others: at the top dose activity, negative = toxicity, hits mostly cytotoxic. actives 2% (n = 360,000);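 also: potency is read from the fitted curve at half-maximal effect; 0% = DMSO wells and -100% = cell-free medium wells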
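IDH1KD HT-1080 cells, 750/well, RPMI + 5% FBS; compound pinned after 2 h settling; 48 h, 37 °C; CellTiter-Glo luminescence; % activity normalised to DMSO and no-cell wells; curves fitted, classed by r2 and efficacy.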
MCF10A rereplic – DNA re-replication induction in MCF 10a cells; MCF 10A DNA re-replication, Hoechst nuclear intensity, 48 h; Potency, µM (top dose mostly 46.1 µM), for inactives: at the top dose activity, positive = re-replication, most hits filed as activators; actives 2.9% (n = 350,000); AID 624296; also: potency is read from the fitted curve at half-maximal effect; % of control where 0% means no effect; nearly all actives have a fitted effect of over 50% in size
HT1080NT lethal – kills 2HG-producing HT-1080-NT fibrosarcoma cells; AID 686970; HT-1080-NT fibrosarcoma viability, CellTiter-Glo ATP luminescence, 48 h; Potency, µM (doses to about 46.1 µM), without a hit: top-dose activity, negative = less viability, hits mostly cytotoxic; actives 1.6% (n = 360,000);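 also: NT is the 2HG producing partner of a matched IDH1 knockdown line; potency is read from the fitted curve at half-maximal effect; 0% = DMSO-treated cells and -100% = media-only wells without cells; nearly all actives have a fitted effect of over 55% in size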
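HT-1080-NT fibrosarcoma cells (2HG-overproducing), 750 cells/well in RPMI with 5% FBS, dosed after 2 h and incubated 48 h at 37C. CellTiter-Glo luminescence normalized to DMSO and no-cell wells; concentration-response curves fitted and classed.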
IL1B secr inh – inflammasome signaling inhibition, IL-1 beta readout | THP-1 LPS/ATP IL-1B secretion, AlphaLISA, 16 h; stronger effect = lower value | activity change, % at 57.5 µM | actives 4.7% (n = 360,000); in the data active = activity change below about -50%; inconclusive = mostly about -30% to -49%; also: % is scaled to controls: 0 for no effect and ±100 for the full control effect
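THP-1 cells pretreated 1 hr with compounds (up to 57.5 uM final), then stimulated with LPS (250 ng/mL final) plus ATP (1.25 mM final); secreted IL-1B measured by AlphaLISA after 16 hr, decreased signal indicating inhibition.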
KB-3-1 tox – KB-3-1 parental cell cytotoxicity; Potency, µM (highest dose often 46.1 µM), for the others: top-dose activity change, negative = cytotoxic, hits mostly cytotoxic; actives 1.4% (n = 400,000); KB-3-1 viability, CellTiter-Glo ATP luminescence, 72 h; also: potency is read from the fitted curve at half-maximal effect; % is scaled to controls: 0 for no effect and ±100 for the full control effect; nearly all actives have a fitted effect of over 60% in size
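KB-3-1 cells, DMEM (no phenol red) + 10% FBS; compound by pin transfer, 72 h, 37 °C. Readout: CellTiter-Glo luminescence after 10 min. Data normalized, curve-fitted.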
KB-V1 MDR tox – kills drug-selected multidrug resistant KB-V1 cells | KB-V1 MDR cells viability, CellTiter-Glo, 72 h | Potency, µM (top dose mostly 46.1 µM), for inactives: at the highest dose activity change, negative = cytotoxicity, hits mostly cytotoxic | actives 3.4% (n = 400,000) | AID 1347076; also: potency is read from the fitted curve at half-maximal effect; % is scaled to controls: 0 for no effect and ±100 for the full control effect; nearly all actives have a fitted effect of over 60% in size
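Compound-treated KB-V1 multidrug-resistant cells, 72 h, 37 degrees C; viability by CellTiter-Glo. Fitted qHTS curves give the values.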
* marks the source's active call; other numbers are inactive results; i = inactive; ? = inconclusive; nt = no result given; [ ] = dose if it differs, or a comment. Unless noted, calls follow the shape of the dose curve; as a rule, active = well fitted curve in the direction sought with a large enough effect; inconclusive = small, poorly fitted or top-dose-only effect, or another doubt; inactive = no such curve, though single readings can be large; an effect the other way counts as inactive or inconclusive. Rows are unselected (roughly 11% active in at least one column).

SMILES	ATXN2 expr inh	SW480 rerep	S2 tox	HT1080 IDH1KD tx	MCF10A rereplic	HT1080NT lethal	IL1B secr inh	KB-3-1 tox	KB-V1 MDR tox
CCOc1ccccc1NC(=O)Cn1c(=O)n(-c2ccc(C)cc2)c(=O)c2c1cnn2C	-14%	nt	?	nt	nt	nt	nt	4%	-8%
CCc1nc2cccnc2n1-c1ccc(CC(=O)NCCOC)cc1	nt	-6%	i	4%	-21%	6%	3	15%	1%
CCOC(=O)[C@]12CCCC=C1N(Cc1ccccc1)C(=O)[C@H](CC(=O)N1CCCCCC1)C2	nt	nt	nt	9%	nt	12%	-21	0%	?
CN(C(=O)CSc1nc2ccc(NC(=O)c3ccc(F)cc3)cc2s1)c1ccccc1	?	nt	?	nt	nt	nt	nt	?	?
COc1ccc(C2(C(=O)NCc3ccccc3Cl)CCOCC2)cc1OC	-19%	-13%	i	1%	3%	-1%	9	10%	-7%
CC(=O)c1ccc(S(=O)(=O)Nc2cccc(-c3ccc(N4CCCCC4)nn3)c2)cc1	26%	nt	i	nt	nt	nt	nt	-1%	0%
Cc1noc(C)c1COC(=O)c1cccnc1SCC(=O)Nc1ccc2c(c1)OCO2	23%	0%	i	-2%	10%	-6%	-6	-5%	?
COc1ccccc1CNC(=O)c1cc(-c2cc(F)ccc2OC(C)C)n[nH]1	-14%	nt	i	2%	nt	8%	-8	0%	4%
COc1cc2[nH]c3c(OC)ncnc3c2cc1OC	25%	-1%	i	-4%	-1%	8%	-17	6%	-26%
Cc1ccc(CN2CCN(Cc3cc(=O)c4ccccc4[nH]3)CC2CCO)o1 (stereo not given)	-24%	-38%[inhibitor]	i	8%	194%[9.22 µM]	9%	-3	8%	?
COc1cc(/C=N/NC(=O)c2[nH]nc3c2CCc2ccccc2-3)ccc1O	-10%	?	?	-19%	?	5%	31	0%	5%
CCOc1ccc(CCNC(=O)Cn2c(-c3nonc3N)nc3ccccc32)cc1OCC	-9%	21%[9.22 µM]	i	-11%	18%	-4%	-3	-5%	-11%
CC1c2cc3c(cc2CCN1S(=O)(=O)c1ccccc1)OCCCO3 (stereo not given)	-38%	-16%	i	-3%	5%	14%	20	2%	-7%
CC1CC(C)CN(S(=O)(=O)c2ccc(C(=O)NCc3ccco3)cc2)C1 (stereo not given)	-12%	-5%	i	-18%	8%	-14%	-7	0%	?
COc1cc(N=c2c([N+](=O)[O-])nn(-c3ccc4c(c3)OCCO4)n2O)cc(OC)c1	-8%	?	i	?	21µM*	-19%	-22	?	6.5µM*
CNC(=O)c1cc(S(=O)(=O)NC2CCCCCC2)ccc1C	1%	3%	?	9%	-1%	15%	32	-1%	25%
NC(=O)C1CCN(C(=O)C2c3ccccc3C(=O)N3CCc4ccccc4C23)CC1 (stereo not given)	4%	-2%	i	-3%	-6%	4%	13	0%	-2%
Fc1cccc2sc(Nc3nc4cc5c(cc4s3)OCO5)nc12	163%[activator]	-10%	?	?	10µM*	?	12	-2%	-1%
CCN(CC)CCOC(=O)c1ccc(NC(=O)C2(c3ccccc3)CCCC2)cc1	-6%	-10%	i	-15%	-2%	-23%	-16	-12%	-7%
Cc1ccc(NC(=O)CN(C)C(=O)CNC(=O)c2sc3ccccc3c2Cl)cc1	48%[activator]	18%	i	4%	7%	7%	nt	?	?
O=C(CN1CCN(c2ccc(F)cc2)CC1)Nc1ccc(F)c(F)c1	-5%	0%	i	-1%	4%	5%	-1	7%	11%
CCCn1cc(NC(=O)c2cc3n(n2)C(C(F)(F)F)CC(c2ccccc2)N3)cn1 (stereo not given)	-12%	-2%	i	2%	?	-3%	13	-3%	-13%
O=C(c1ccccc1F)N1CCN(C2CCC(c3ccccc3)CC2)CC1 (stereo not given)	-19%	0%	i	-22%	?	-19%	-16	-16%	?
COc1ccc(CCN2C(=O)N(c3ccc(OC)cc3)C(=O)C2CC(=O)Nc2ccccc2)cc1 (stereo not given)	1%[11.3 µM]	2%	i	1%	-7%	1%	-10	11%	-20%
O=S(=O)(c1ccc(Cl)cc1)N(CCCN1CCOCC1)Cc1cccs1	nt	-36%	i	11%	8%	6%	-3	0%	-25%
COc1ccc(NC(=O)C2CC(c3cc(OC)c(OC)c(OC)c3)=NO2)cc1OC (stereo not given)	2%	1%	i	-14%	2%	4%	10	-4%	13µM*
Cc1ccc(S(=O)(=O)N(CC(=O)NCCc2ccc(Cl)cc2)c2ccccc2C)cc1	?	nt	?	nt	nt	nt	nt	4%	-22%
O=C(Cn1cnc2ccccc2c1=O)NCC(=O)N1CCN(c2ccccn2)CC1	-4%	-1%	i	1%	0%	-1%	18	4%	11%
Cc1cccc(/N=C/c2c(O)cc(C)oc2=O)n1	4%	-6%[9.22 µM]	i	7%	1%	7%	10	1%	12%
CC(OC(=O)CCc1c[nH]c2ccccc12)C(=O)c1ccccc1 (stereo not given)	-7%	2%	?	15%	1%	17%	-13	13%	5%
Cc1ccc([C@H]2C[C@H](O)[C@@H](n3cc(-c4ccc(F)cc4)nn3)CN2CC2CCCCC2)cc1	0%	nt	i	1%	nt	-4%	5	18%	-2%
CSc1nc2ccc(NC(=O)NC(=O)c3c(F)cccc3F)cc2s1	18%	-4%[9.22 µM]	i	29%	3%	17%	-18	-1%	-1%
CCCOC(=O)c1sc2nc3c(cc2c1N)C(=O)CCC3	45%[activator]	-10%	i	23%	2%	21%	-19	1%	-3%
COc1ccc(Nc2nc(-c3ccccc3)nc3ccccc23)cc1	-30%	0%	?	?	16%	?	-95*	?	?
COc1ccc(CC(=O)Nc2ccccc2C(C)=O)cc1S(=O)(=O)N1CCOCC1	-7%	8%	i	-5%	1%	-2%	-7	6%	29%
C=CCn1c(Cc2ccc(OC)cc2)nnc1SCC(N)=O	6%	1%	i	7%	6%	15%	1	-1%	0%
CC(=O)NCCc1ccc(C(=O)Cn2cnc3ccccc3c2=O)cc1	16%	1%	i	6%	-22%	5%	27	1%	1%
COc1ccc(CNC(=O)C2Cc3c(-c4cccc(C(C)=O)c4)ccnc3O2)cc1OC (stereo not given)	-5%	nt	i	?	nt	-28%	51	?	1%
NC(=O)c1ccc(NC(=O)c2cnc3ccccc3n2)cc1	nt	4%	i	4%	0%	5%	14	3%	-23%
Nc1ncnc2c1ncn2[C@@H]1O[C@H](CNC(=O)[C@@H]2C[C@H](F)CN2)[C@@H](O)[C@H]1O	2%	0%	i	10%	2%	12%	9	5%	?
CC1CC(C)(C)NC(=S)N1CCCC(=O)NCc1ccccc1 (stereo not given)	-9%	-10%	i	24%	-2%	16%	-2	3%	-13%
NC[C@H]1O[C@@H](n2ccc(N)nc2=O)[C@H](O)[C@@H]1O	31%	nt	i	-15%	nt	1%	21	?	11%
CSc1nsc(NN)n1	nt	nt	i	-27%	nt	-3%	-3	5%	-4%
O=c1cc(CN2CCN(S(=O)(=O)c3cccc(Cl)c3)CC2)c2ccc(O)cc2o1	1%	-6%	nt	?	13%	?	1	-15%	-12%
CCOc1ccc(C2C3=C(CC(C)(C)CC3=O)N(CC(=O)O)C3=C2C(=O)CC(C)(C)C3)cc1OCC	-4%	-8%	?	11%	0.82µM*	2%	-1	-6%	0%

An excerpt of these results, comma-delimited:
SMILES,ATXN2 expr inh,SW480 rerep,S2 tox,HT1080 IDH1KD tx,MCF10A rereplic,HT1080NT lethal,IL1B secr inh,KB-3-1 tox,KB-V1 MDR tox
O=c1cc(CN2CCN(S(=O)(=O)c3cccc(Cl)c3)CC2)c2ccc(O)cc2o1,1%,-6%,nt,?,13%,?,1,-15%,-12%
CCOc1ccc(C2C3=C(CC(C)(C)CC3=O)N(CC(=O)O)C3=C2C(=O)CC(C)(C)C3)cc1OCC,-4%,-8%,?,11%,0.82µM*,2%,-1,-6%,0%

Next section.
SMILES	ATXN2 expr inh	SW480 rerep	S2 tox	HT1080 IDH1KD tx	MCF10A rereplic	HT1080NT lethal	IL1B secr inh	KB-3-1 tox	KB-V1 MDR tox
CC(=O)Oc1ccc(C(=O)Nc2ccc3c(c2)OCCO3)cc1	3%	1%	i	?	?	?	?	?	?
Cc1ccc(CNC(=O)CN2C(C)CCCC2C)cc1 (stereo not given)	-15%[11.3 µM]	-9%	i	2%	1%	?	-3	?	-1%
Cc1cc(C)c(S(=O)(=O)NC2CCN(Cc3ccccc3)CC2)c(C)c1	nt	18%	i	-12%	?	11%	-1	-9%	?
NC1=NC(=O)C(Cc2ccc(OC(F)(F)F)cc2)S1 (stereo not given)	0%	-4%	i	1%	-3%	1%	-10	12%	27%
CCOC(=O)C1CCCN(C(=O)CSc2ccc(Br)cc2)C1 (stereo not given)	-28%[11.3 µM]	?	i	-6%	?	11%	-8	-7%	-12%
O=C(CNS(=O)(=O)c1ccc(Br)s1)NCC1COc2ccccc2O1 (stereo not given)	-25%	-1%	i	?	-5%	-4%	34	-3%	?
CCCCCn1c(=O)[nH]c2cc(C(=O)N3CCN(c4cccc(C)c4)C(C)C3)ccc2c1=O (stereo not given)	-11%	nt	i	nt	nt	nt	nt	?	-16%
COc1cccc(-c2ccc(NC(=O)C3CCCN(Cc4ccco4)C3)cc2)c1 (stereo not given)	8%	23%	?	5%	?	-3%	-80*	nt	nt
O=[N+]([O-])c1ccc(-c2ccc(/C=N/O)o2)cc1	36%	-10%	?	-8%	0%	-5%	9	-8%	-7%
COc1ccc(-c2cc(C)no2)cc1S(=O)(=O)N1CCN(c2cccc(C)c2)C(C)C1 (stereo not given)	nt	-3%	i	?	?	?	-12	12µM*	?
O=C(CCS(=O)(=O)c1ccc(Br)s1)NC1CCCCCC1	7%	-3%	i	2%	1%	5%	9	23%	-14%
CCOC(=O)C1=CCN(S(=O)(=O)c2ccccc2F)C1c1ccc(Cl)cc1 (stereo not given)	?	nt	?	-16%	nt	-19%	10	0%	0%
COc1ccc(CCNC(=O)c2ccc3c(c2)NC(=O)CS3)cc1OC	-15%	-16%	i	3%	-4%	-1%	16	3%	0%

From PubChem BioAssay
